Compound activity as filed in PubChem BioAssay.
pCIP destab: p/CIP protein destabilization | Q05BA5 | F442A p/CIP-EGFP cells, EGFP fluorescence, 16 h | decrease of EGFP signal, % at 10 µM | 290,000 tested, 0.01% active;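 active = EGFP signal decrease of at least 30% at 10 µM or well 3 SD below plate mean, unless failing retest; inactive = the rest, including hits failing retest or dose response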; note: some compounds called inactive have numbers as strong as hits; many of its hits are not listed in these tables
IDE inh: inhibits human insulin-degrading enzyme in HEK cells | P14735 | FAbetaB cleavage, fluorescence polarization | inhibition, % at 5.59 µM | 320,000 tested, 0.41% active;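 active = percent inhibition above the average of all tested compounds plus 3 SD, set per screening campaign, cut at about 16% in these data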;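 note: IDE supplied by intact live HEK cells; FP after avidin binding of uncleaved biotin substrate so inhibition keeps polarization high; 0% = DMSO wells and 100% = 60 µM reference IDE inhibitor Ii1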
Target sequence (P14735 whole entry, looked up): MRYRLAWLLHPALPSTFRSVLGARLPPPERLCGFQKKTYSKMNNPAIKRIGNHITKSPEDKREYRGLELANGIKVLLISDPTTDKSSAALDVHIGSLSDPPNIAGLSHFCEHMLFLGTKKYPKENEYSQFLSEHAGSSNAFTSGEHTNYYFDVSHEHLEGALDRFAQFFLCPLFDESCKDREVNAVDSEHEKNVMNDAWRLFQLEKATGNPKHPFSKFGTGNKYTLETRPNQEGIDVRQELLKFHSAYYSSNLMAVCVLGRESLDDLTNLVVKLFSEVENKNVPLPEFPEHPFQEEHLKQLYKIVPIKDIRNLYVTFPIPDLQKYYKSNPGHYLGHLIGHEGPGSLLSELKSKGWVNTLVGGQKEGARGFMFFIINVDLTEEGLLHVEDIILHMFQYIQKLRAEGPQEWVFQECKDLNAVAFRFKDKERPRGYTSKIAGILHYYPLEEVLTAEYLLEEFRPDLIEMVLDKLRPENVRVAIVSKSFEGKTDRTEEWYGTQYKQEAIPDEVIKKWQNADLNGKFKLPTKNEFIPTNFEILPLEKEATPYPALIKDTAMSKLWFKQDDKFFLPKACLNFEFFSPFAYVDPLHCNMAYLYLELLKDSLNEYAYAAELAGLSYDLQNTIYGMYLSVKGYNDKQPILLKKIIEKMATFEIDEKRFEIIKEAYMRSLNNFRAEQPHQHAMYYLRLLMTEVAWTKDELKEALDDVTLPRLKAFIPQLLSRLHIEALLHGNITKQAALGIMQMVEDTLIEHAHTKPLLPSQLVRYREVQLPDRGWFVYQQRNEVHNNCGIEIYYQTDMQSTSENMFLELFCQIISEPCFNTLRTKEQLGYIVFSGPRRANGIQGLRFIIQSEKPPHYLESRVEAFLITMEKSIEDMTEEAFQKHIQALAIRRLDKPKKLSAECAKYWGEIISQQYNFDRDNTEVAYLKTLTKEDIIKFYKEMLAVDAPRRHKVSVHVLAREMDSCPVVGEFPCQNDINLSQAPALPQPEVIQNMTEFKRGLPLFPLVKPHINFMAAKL
GalR3 antagonist: human GalR3 antagonism | O60755 | HEK293 GalR3-CNG cAMP membrane potential fluorescence; galR3 body fused to GalR1 C-terminus | inhibition, % at 3 µM | 360,000 tested, 0.44% active;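 active = inhibition above the screen-wide average plus 3 SD, cut at about 13% in these data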;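 note: forskolin and galanin both at EC90 stimulate the cells; cAMP rise reported by CNG channel membrane potential dye signal; 0% = forskolin plus galanin with DMSO and 100% = forskolin alone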
IDE act: activators of human insulin-degrading enzyme in cells; P14735; HEK cells, FAbeta-B cleavage, fluorescence polarization; 0% vehicle, 100% cell-free pure enzyme wells; activation, % at 5.96 µM; 340,000 tested, 0.073% active;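 active = activation above the mean of all tested compounds plus 3 SD, set per screening campaign, cut at about 17% in these data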
HCV NS3 hel inh: inhibitors of Hepatitis C virus NS3 helicase. NS3 helicase DNA unwinding, Cy5 molecular beacon fluorescence. inhibition, % at 10.9 µM. 290,000 tested, 0.56% active. AID 1800;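 active = inhibition above the mean of all tested compounds plus 3 SD, set per campaign, cut at about 35% in these data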;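 note: 0% = DMSO wells and 100% = thioflavine S control wells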
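Material: hepatitis C virus NS3 helicase domain fragment enzyme; measured by: Cy5 fluorescence, 0 and 60 min reads; control set: DMSO and thioflavine S; incubation: 60 min unwinding reaction at 25 °C after ATP addition; read-out basis: % inhibition from 60/0 min fluorescence ratio, DMSO 0%, thioflavine S 100%; repeats: singlicate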
UBC9 SUMO inh: SUMOylation inhibition. 290,000 tested, 0.36% active. HTRF SUMOylation assay, SAE1/SAE2 + UBC9, in vitro. inhibition, % at 35 µM; in the data active = inhibition above about 50%, passing the limit was not always enough; note: strong numbers were not always called active
CRFBP-R2 block: blocks CRF-induced signaling of the CRF-BP/CRF-R2 complex; HEK293 CRF-R2/CRF-BP, CRF-induced calcium fluorescence; 350,000 tested, 0.59% active; inhibition, % at 11.8 µM; AID 588475;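 active = inhibition of the ligand-induced calcium signal above about 50% at the single tested concentration, limit read from the data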
IMP-1 inh: inhibitors of Pseudomonas aeruginosa IMP-1 metallo-beta-lactamase; purified IMP-1, nitrocefin hydrolysis, epi-absorbance fluorescence; inhibition, % at 5.6 µM; 290,000 tested, 0.45% active; AID 1556;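 active = inhibition above the mean plus 3 SD of all compounds in the same screening run, cut at about 4.5% in these data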;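 note: 0% = IMP-1 with DMSO and 100% = DMSO wells lacking enzyme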
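Assay system: purified recombinant IMP-1 beta-lactamase. Input: IMP-1 0.2 nM before substrate addition. Buffer or medium: Zinc- and detergent-supplemented HEPES buffer, pH 7.1. Schedule: 25 °C, 15 min preincubation, 25 min reaction. Signal: Epi-absorbance fluorescence, 480 nm excitation, 530 nm emission. Evaluation: percent inhibition from optical density relative to buffer-blank wells.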
VIM-2 inh: inhibitors of Pseudomonas aeruginosa VIM-2 metallo-beta-lactamase. purified VIM-2, nitrocefin hydrolysis, epi-absorbance fluorescence. inhibition, % at 5.6 µM. 290,000 tested, 0.89% active. AID 1527;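 active = inhibition above the mean of all tested compounds plus 3 SD, cutoff set per screening run, cut at about 7.5% in these data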;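 note: red hydrolysis product quenches plate fluorescence so inhibitors raise well fluorescence; 0% = enzyme with DMSO and 100% = DMSO without enzyme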
* = called active by the depositor; / = no result given.

SMILES	pCIP destab	IDE inh	GalR3 antagonist	IDE act	HCV NS3 hel inh	UBC9 SUMO inh	CRFBP-R2 block	IMP-1 inh	VIM-2 inh
Cc1c(N)cccc1-n1cccc1	4	3	1	-2	-9	25	1	-0.3	-2.5
O=S(=O)(/N=C(/Nc1ccccc1)c1ccccc1O)c1ccccc1	-5	-4	-7	6	-12	-1	-11	-1.5	-0.5
CC(NC(=O)CNC(=O)OCc1ccccc1)C(=O)N1CC(O)CC1C(=O)OCc1ccccc1 (stereo unspecified)	-16	0	5	1	-1	9	13	-3.1	-1.5
CCN(C[C@H]1N[C@@](CC)(C(=O)OC)[C@H]2C(=O)N(C)C(=O)[C@@H]12)C(=O)Nc1ccc(Cl)cc1	/	4	-5	-3	/	/	-3	/	/
CS(=O)(=O)NCCSc1cc(C(F)(F)F)nc2ccccc12	-12	4	-4	2	-3	21	4	-4.0	-2.0
CC(C)(C)C1=C(C#N)C(c2cc3c(cc2Br)OCO3)C(C#N)=C(N)O1 (stereo unspecified)	-5	5	/	9	/	16	-7	/	/
COc1ccccc1NS(=O)(=O)c1ccc(/C=C/C(=O)N2CCN(C(C)=O)CC2)cc1	/	-2	0	1	/	/	0	/	/
CCOC(=O)N(C)c1ccc(C(O)(C(F)(F)F)C(F)(F)F)cc1	-2	-1	5	4	0	-3	14	0.0	0.8
COc1ccc(N2CCN(CC(O)COCCOc3ccc(Br)cc3)CC2)cc1 (stereo unspecified)	-2	11	0	-5	-29	19	-8	-2.5	-4.4
CCc1noc(C)c1C(=O)OCC(=O)N(CC)c1c(N)n(Cc2ccccc2)c(=O)[nH]c1=O	/	6	2	-2	/	/	-1	/	/
COc1cccc(C(=O)Nn2c(-c3cccs3)nc3ccccc3c2=O)c1OC	-10	2	-7	5	4	5	10	-3.5	-2.8
CC[N+](CC)(CC)CCC(O)(c1ccccc1)C1CCCCC1 (stereo unspecified)	/	-3	-1	-2	/	/	-8	/	/
COc1ccc(CN(Cc2ccco2)S(=O)(=O)c2ccc(S(=O)(=O)N3CCCC3)cc2)cc1	-17	5	-2	0	2	5	-6	-2.8	-1.7
Cc1ccc2c(c1)c1c3n2CCN(C(=O)C2CC2)C3CCC1 (stereo unspecified)	0	3	2	4	0	13	2	-0.5	0.1
Cc1cccc(-c2c3c(=O)n(C)c(=O)n(C)c3cn2C(C)C)c1	-15	2	-5	10	-3	1	7	-4.0	-2.0
O=C(c1ccc(-c2ccccc2)cc1)c1ccccc1C(=O)N1CCOCC1	-18	0	-4	-6	-8	-16	-12	-4.0	-3.5
COCCNC(=O)c1sc2nc(-c3ccccc3)cn2c1C	-7	0	-6	1	-2	12	8	-0.7	1.1
CCOc1ccc(S(=O)(=O)n2c([N+](=O)[O-])cnc2C)c(C)c1C	0	-3	-8	2	4	14	17	-2.9	-1.6
COc1cccc(CN2CCC(C(=O)Nc3ccc(Oc4cccnc4)cc3)CC2)c1	-3	/	-5	-2	-11	-4	-15	-1.8	0.4
O=C(NCC1CC1)C1(S(=O)(=O)c2ccccc2)CC=CC1	-2	2	-6	3	22	22	0	-1.9	-1.0
Cc1cc(OCCN2CCCC2)ccc1[N+](=O)[O-]	0	0	-10	-3	1	13	19	-0.2	-2.7
COc1cccc(NC(=S)NC(=O)c2c(Cl)c(C)nn2C)c1	5	3	5	3	-4	-5	-4	-1.6	-4.7
CCOC(=O)C1CCN(C(=O)CC(C)S(=O)(=O)c2ccc3c(c2)NC(=O)CO3)CC1 (stereo unspecified)	-10	-1	1	4	-9	12	2	-2.5	-0.2
Cc1ccc(NC(=O)c2ccc3c(=O)n4c(nc3c2)CCC4)cc1F	/	1	0	-1	/	/	4	/	/
CC1=C[C@@H](C)[C@@H](c2ccccc2)OC1=O	/	-1	-1	-2	/	/	18	/	/

In a second layout: entries from further up
Every second line gives: pCIP destab	IDE inh	GalR3 antagonist	IDE act	HCV NS3 hel inh	UBC9 SUMO inh	CRFBP-R2 block	IMP-1 inh	VIM-2 inh
- CC[N+](CC)(CC)CCC(O)(c1ccccc1)C1CCCCC1 (stereo unspecified)
→ /	-3	-1	-2	/	/	-8	/	/
- COc1ccc(CN(Cc2ccco2)S(=O)(=O)c2ccc(S(=O)(=O)N3CCCC3)cc2)cc1
→ -17	5	-2	0	2	5	-6	-2.8	-1.7
- Cc1ccc2c(c1)c1c3n2CCN(C(=O)C2CC2)C3CCC1 (stereo unspecified)
→ 0	3	2	4	0	13	2	-0.5	0.1
- Cc1cccc(-c2c3c(=O)n(C)c(=O)n(C)c3cn2C(C)C)c1
→ -15	2	-5	10	-3	1	7	-4.0	-2.0
- O=C(c1ccc(-c2ccccc2)cc1)c1ccccc1C(=O)N1CCOCC1
→ -18	0	-4	-6	-8	-16	-12	-4.0	-3.5
- COCCNC(=O)c1sc2nc(-c3ccccc3)cn2c1C
→ -7	0	-6	1	-2	12	8	-0.7	1.1
- CCOc1ccc(S(=O)(=O)n2c([N+](=O)[O-])cnc2C)c(C)c1C
→ 0	-3	-8	2	4	14	17	-2.9	-1.6
- COc1cccc(CN2CCC(C(=O)Nc3ccc(Oc4cccnc4)cc3)CC2)c1
→ -3	/	-5	-2	-11	-4	-15	-1.8	0.4
- O=C(NCC1CC1)C1(S(=O)(=O)c2ccccc2)CC=CC1
→ -2	2	-6	3	22	22	0	-1.9	-1.0
- Cc1cc(OCCN2CCCC2)ccc1[N+](=O)[O-]
→ 0	0	-10	-3	1	13	19	-0.2	-2.7
- COc1cccc(NC(=S)NC(=O)c2c(Cl)c(C)nn2C)c1
→ 5	3	5	3	-4	-5	-4	-1.6	-4.7
- CCOC(=O)C1CCN(C(=O)CC(C)S(=O)(=O)c2ccc3c(c2)NC(=O)CO3)CC1 (stereo unspecified)
→ -10	-1	1	4	-9	12	2	-2.5	-0.2
- Cc1ccc(NC(=O)c2ccc3c(=O)n4c(nc3c2)CCC4)cc1F
→ /	1	0	-1	/	/	4	/	/
- CC1=C[C@@H](C)[C@@H](c2ccccc2)OC1=O
→ /	-1	-1	-2	/	/	18	/	/

Next part:
SMILES	pCIP destab	IDE inh	GalR3 antagonist	IDE act	HCV NS3 hel inh	UBC9 SUMO inh	CRFBP-R2 block	IMP-1 inh	VIM-2 inh
COC(=O)CCNC(=O)c1ccc2[nH]c(C)c(C)c2c1	15	-1	-4	-1	31	-3	13	-2.3	-1.5
CCOc1ccccc1N(C)C(=O)c1cc2c(=O)n(CC)c3ccccc3c2s1	0	11	2	3	-18	-5	20	-0.9	-1.5
COc1ccccc1/C=C1\SC(=S)N(NS(=O)(=O)c2ccccc2)C1=O	-11	1	-11	3	-6	12	11	-3.8	-3.9
O=C(CCC(=O)Nc1ccccc1)N/N=C/c1ccc2c(c1)OCO2	-8	/	6	1	0	2	9	-3.0	-3.6
COc1ccc(/C=N/OC(=O)Nc2ccc(Cl)cc2)c(OC)c1	6	2	1	0	3	-8	-8	-0.6	0.3
COc1ccc(/C=C/C(=O)Nc2cc(S(=O)(=O)N3CCOCC3)ccc2C)cc1OC	-7	-9	9	6	4	13	-2	0.4	0.1
O=C(CN1C(=O)c2ccccc2S1(=O)=O)c1ccccc1Cl	2	-5	-3	-1	3	-1	/	-0.4	2.8
CCCNC(=O)c1ccc(Cn2cc(C(F)(F)F)ccc2=O)cc1	-2	0	-6	0	-9	10	-4	-0.5	0.6
Cc1cc(NC(=O)COc2coc(CN3CCN(c4ccc(F)cc4)CC3)cc2=O)no1	/	2	-1	4	/	/	26	/	/
CCCOP(=O)(c1ccc(N(C)C)cc1)C(O)c1cc(OC)c(OC)c(OC)c1 (stereo unspecified)	1	1	-4	7	1	21	16	-0.1	2.1
CCc1noc(C)c1C(=O)OCC(=O)N(CCOC)c1c(N)n(Cc2ccccc2)c(=O)[nH]c1=O	/	4	-3	3	/	/	-7	/	/
Cc1cc([N+](=O)[O-])ccc1NC1CCCC1	0	0	1	5	-6	-2	72*	-3.0	1.9
O=c1oc(-c2ccccc2Br)nc2ccccc12	0	3	-10	0	-4	-41	-7	-4.4	-0.2
O=C1c2c(O)cc(O)cc2O[C@H](c2ccc(O)c(O)c2)[C@H]1O	/	0	-4	-1	2	/	6	-1.7	-1.7
CCC(C)(C)n1nnnc1C(c1ccc(C)cc1)N1CCN(Cc2ccc3c(c2)OCO3)CC1 (stereo unspecified)	4	3	-7	1	-15	4	14	-3.5	-2.6
CCn1c(=O)cc(SCC(=O)NCCCN2CCN(c3ccc(F)cc3)CC2)c2ccccc21	-14	5	-9	-4	-45	-25	-65	-0.9	2.7
Cc1ccc(SC(C)C(=O)N2CCCC2)cc1 (stereo unspecified)	-1	3	-5	-2	0	5	-3	-1.8	0.6
CN(CC(=O)Nc1ncn[nH]1)S(=O)(=O)c1ccc(Br)cc1	-9	10	0	2	3	-2	-10	-4.0	-2.1
Cc1oc(-c2cccc(C(F)(F)F)c2)nc1CN1CCOCC1	-7	6	-3	3	2	26	-3	-3.3	-3.1
COC(=O)CSc1cc(C)nc(SC)n1	1	6	-5	0	-5	12	-3	-3.1	-1.2
CC1C=CCC2C(=O)N(c3cccc(C(=O)N4CCCCCC4)c3)C(=O)C12 (stereo unspecified)	/	-1	-4	0	1	/	13	0.4	-1.1
CCCCS(=O)(=O)/C=C/[C@H]1[C@H](S(=O)(=O)CCCC)[C@H]2C=C[C@@H]1C2	-19	-5	1	-1	5	9	11	0.5	-2.2
CCC(CC)C(=O)Nc1c2c(nn1-c1ccc(OC)cc1)CS(=O)C2 (stereo unspecified)	6	1	3	-4	0	-6	-1	1.7	0.5
Cc1cc(C(=O)CCC(=O)N2CCN(S(=O)(=O)c3cccs3)CC2)c(C)s1	-7	5	0	2	-2	9	5	-2.5	-3.0
O=C(COC(=O)c1ccc(O)cc1)NCCCc1ccccc1	-6	/	-5	4	3	8	2	-3.4	-0.9
COc1ccc(-c2c(C#N)c(N)nc3c2CCC3)cc1	-5	7	-7	2	4	-1	14	-2.4	-0.5
COc1ccccc1N1CCN(C(=O)c2ccc(-c3ccccc3)cc2)CC1	15	2	-10	-1	-14	-12	29	-2.5	-1.4
Cc1ccc(NC(=O)CCCSc2nc3ccccc3[nH]2)cc1	-7	3	-3	0	7	-7	4	-1.6	-5.5
